FID counter – fluorescent intercalator displacement, NS3 helicase counter-screen; inhibition, % at 7.9 µM; AID 1845; 0.17% of 290,000 active; DNA fluorescent intercalator displacement, fluorescence; in the data active means inhibition above about 37%;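 further: 0% = vehicle and 100% = reference compound; higher means more ethidium bromide displaced from hairpin DNA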
OXTR agonist – human OXTR agonism; P30559; CHO-OTR cells, Fluo-8 calcium fluorescence; normalized: DMSO 0%, oxytocin 100%; 0.32% of 320,000 active; AID 2435; activation, % at 3 µM;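 active means activation above the mean of all tested compounds plus 3 SD, cutoff set per screening run, cut at about 20% in these data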;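 further: peak over basal fluorescence ratio from a 100 s FLIPR kinetic read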
Target sequence (P30559 whole entry, looked up): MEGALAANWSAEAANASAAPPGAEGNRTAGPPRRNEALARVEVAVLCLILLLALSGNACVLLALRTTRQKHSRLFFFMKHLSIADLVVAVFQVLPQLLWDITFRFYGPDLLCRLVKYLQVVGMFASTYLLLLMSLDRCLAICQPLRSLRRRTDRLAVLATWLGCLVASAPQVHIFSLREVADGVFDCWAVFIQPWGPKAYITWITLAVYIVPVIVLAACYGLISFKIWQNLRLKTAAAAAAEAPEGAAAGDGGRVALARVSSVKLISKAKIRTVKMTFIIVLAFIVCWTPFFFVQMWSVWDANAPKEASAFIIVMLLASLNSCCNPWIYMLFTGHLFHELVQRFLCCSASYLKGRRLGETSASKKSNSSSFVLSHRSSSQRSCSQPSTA
NALP1 yeast inh – NALP1 inhibition. S. cerevisiae NALP1/ASC/caspase-1 growth, X-gal OD620, 72 h. inhibition, % at 10 µM. 0.61% of 280,000 active; in the data active means inhibition mostly above about 24%, no sharp cut-off; inactive means mostly below about 32%; further: some compounds called inactive have numbers as strong as hits
M18AAP inhibitor – PfM18AAP enzyme inhibition. recombinant PfM18AAP, H-Glu-NHMec fluorogenic cleavage. inhibition, % at 7.35 µM. 1.2% of 290,000 active;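 active means inhibition above the campaign mean inhibition over all tested compounds plus 3 SD, cut at about 28% in these data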;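 further: 0% = plate median of test compound wells and 100% = 2 mM ZnCl2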
MEKK2mut PB1 HTS – signal of MEK5 binding to mutant human MEKK2 PB1 domain; bead flow cytometry, Alexa488-MEK5 binding to MEKK2 mutant; AID 1530; 0.35% of 290,000 active; percent response, % at 10 µM; in the data active means percent response above about 24%, passing the limit was not always enough; further: inactives centre near 1; some results filed as inactive read as strong as hits; reference of the scale not given here
GPR7 antag – human neuropeptides B/W receptor 1 antagonism; GPR7-expressing cells, fluorescence antagonist assay; inhibition, % at 4.4 µM; 1.1% of 290,000 active; in the data active means inhibition above about 16%, passing the limit was not always enough;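 further: cells stimulated with the agonist NPW; 0% = agonist with vehicle and 100% = vehicle without agonist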
Target sequence (P48145 whole entry, looked up): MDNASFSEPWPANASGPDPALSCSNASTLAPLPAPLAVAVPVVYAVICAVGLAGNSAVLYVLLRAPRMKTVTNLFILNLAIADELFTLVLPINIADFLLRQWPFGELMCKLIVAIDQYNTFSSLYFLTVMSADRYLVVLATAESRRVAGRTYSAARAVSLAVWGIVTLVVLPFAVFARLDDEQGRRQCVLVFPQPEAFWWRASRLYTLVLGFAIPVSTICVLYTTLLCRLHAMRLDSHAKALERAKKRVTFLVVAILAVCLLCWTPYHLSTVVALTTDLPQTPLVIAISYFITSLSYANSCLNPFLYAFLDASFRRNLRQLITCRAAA
PHOSPHO1 block – PHOSPHO1 (human) inhibition. recombinant PHOSPHO1, absorbance phosphatase assay. inhibition, % at 13.3 µM. 1.1% of 290,000 active; in the data active means inhibition above about 60%
Target sequence (Q8TCT1 whole entry, looked up): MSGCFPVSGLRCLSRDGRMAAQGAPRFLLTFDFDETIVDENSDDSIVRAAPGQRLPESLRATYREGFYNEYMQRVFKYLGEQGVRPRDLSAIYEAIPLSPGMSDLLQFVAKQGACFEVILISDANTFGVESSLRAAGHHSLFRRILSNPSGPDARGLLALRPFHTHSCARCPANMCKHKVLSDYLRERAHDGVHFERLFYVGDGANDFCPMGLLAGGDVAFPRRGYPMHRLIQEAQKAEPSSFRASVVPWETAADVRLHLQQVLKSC
MEKK2 WT-MEK5 – raises or lowers MEK5 binding to wildtype human MEKK2 PB1 domain | 1.1% of 290,000 active | Q9Y2U5 | binding response (% of control), % at 10 µM | bead flow cytometry, Alexa488-MEK5 binding to MEKK2 WT; actives lie on both sides | AID 1531; in the data active means binding response below about 67% or above about 130%; inconclusive means no clear call, values can overlap the other calls; inactive means in between
MEKK3 PB1 HTS – modulators (inhibitors or enhancers) of MEK5 binding to human MEKK3 PB1 domain | Q99759 | bead-based flow cytometry, Alexa488-MEK5 binding to MEKK3; actives lie on both sides; 0 = blocked by unlabeled MEK5, 100 = vehicle | binding response (% of control), % at 10 µM | 1.4% of 290,000 active | AID 1529;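 active means binding response more than 3 SD above or below the average of its plate-row segment, actives on both sides; inconclusive means wells at one plate position flagged as instrument error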;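 further: Alexa488 bead fluorescence after subtracting the streptavidin-only scavenger bead signal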
* marks the source's active call; other numbers are inactive results; ? = inconclusive; . = no result given.

| Structure | FID counter | OXTR agonist | NALP1 yeast inh | M18AAP inhibitor | MEKK2mut PB1 HTS | GPR7 antag | PHOSPHO1 block | MEKK2 WT-MEK5 | MEKK3 PB1 HTS |
| --- | --- | --- | --- | --- | --- | --- | --- | --- | --- |
| CCOC(=O)c1c(NC(=O)c2c(C)noc2C)sc2c1CCCCC2 | 4 | 0.4 | 21 | -1 | 0 | 8 | 14 | 104 | 103 |
| Cc1cc(C)n(CCC(=O)Nc2ccc(-c3ccno3)cc2)n1 | -10 | 0.7 | 31 | 0 | -3 | 25 | -5 | 101 | 102 |
| COc1cc(OC)c2cc(C(=O)N[C@@H](Cc3ccccc3)C(=O)O)n(C)c2c1 | -32 | . | 7 | 2 | 5 | -4 | 45 | 100 | 103 |
| CCCNC(=O)Nc1cc(OC)c(OC)cc1Cc1nccc2cc(OC)c(OC)cc12 | -21 | . | 26 | -7 | 1 | -8 | 40 | 102 | 101 |
| Cn1c(=O)c2c(ncn2CC(COCc2ccccc2Cl)OCc2ccccc2Cl)n(C)c1=O (stereo unspecified) | -33 | -1.7 | 11 | -2 | 4 | 4 | -4 | 100 | 102 |
| O=C(Nc1ccc(C(=O)N2CCCC2)cc1)c1ccc2c(c1)OCO2 | -13 | -0.3 | -5 | 10 | 6 | 8 | 5 | 104 | 106 |
| CC(=O)c1ccc(C(=O)N2CCCC(N3CCN(c4ccc(F)cc4)CC3)C2)s1 (stereo unspecified) | -30 | 0.1 | 8 | 0 | -4 | 5 | 10 | 102 | 98 |
| O=C(NCCCn1ccnc1)c1ccc(Cl)cc1 | -1 | 0.6 | 3 | 2 | -9 | -14 | -14 | 92 | 93 |
| CCCCCC(C)NC(=O)c1ccoc1C (stereo unspecified) | -7 | -2.9 | 22 | -10 | 3 | -14 | 22 | 105 | 95 |
| O=C(Nc1ccccc1)N1CCc2ccccc2C1 | 5 | 1.3 | 50* | -12 | 5 | -12 | 0 | 87 | 76 |
| CN(C(=O)c1cccc(N2C(=O)C3CC=CCC3C2=O)c1)C1CCCCC1 (stereo unspecified) | -28 | -0.6 | . | 7 | 4 | -12 | . | 103 | 106 |
| Cc1nc2sc(C(c3cccc(F)c3)N3CCC(O)CC3)c(O)n2n1 (stereo unspecified) | -4 | 0.2 | 7 | 2 | 4 | -7 | 16 | 112 | 105 |
| CC(NC(=O)COC(=O)c1cn(-c2ccccc2)nc1-c1cccs1)c1ccccc1 (stereo unspecified) | -16 | 0.2 | -3 | -2 | 3 | -6 | 7 | 96 | 96 |
| CCN(Cc1nc(-c2ccccc2)no1)C(=O)c1ccoc1C | -20 | 0.9 | -31 | -1 | 0 | 6 | 32 | 103 | 101 |
| O=C(O)CS(=O)(=O)c1ccc(C(F)(F)F)cn1 | -2 | -0.7 | 0 | -16 | -6 | -14 | 16 | 86 | 91 |
| COC(=O)CSc1nc2ccccc2nc1SCC(=O)OC | -19 | -2.0 | 5 | 5 | 1 | 1 | -76 | 98 | 103 |
| COc1ccc(NC(=O)C23CCC(C)(C(=O)O2)C3(C)C)cc1 (stereo unspecified) | 0 | -0.9 | 4 | 5 | 1 | -7 | -27 | 97 | 97 |
| CC(=O)OCN(C#N)c1nc(N(C)C)nc(N(C)C)n1 | -4 | -1.9 | -9 | 1 | -5 | -18 | 10 | 88 | 92 |
| O=C(O)CSc1ccnc2cc(Cl)ccc12 | 3 | 0.4 | . | 1 | 8 | 1 | 22 | 103 | 101 |
| COCCn1c(C)cc(C(=O)COC(=O)c2n[nH]c3ccccc23)c1C | -19 | 5.0 | 36 | 11 | 7 | 5 | 0 | 117 | 110 |
| CC1CCN(C(=O)c2cc3ccccc3o2)CC1 | -2 | -2.1 | 14 | 0 | 4 | -15 | -5 | 109 | 111 |
| COc1ccc(OCC(=O)Nc2ccc(N3CCN(C(=O)c4ccco4)CC3)cc2)cc1 | -35 | 5.9 | -4 | -3 | 1 | 7 | 43 | 102 | 103 |
| Cc1ccc(S(=O)(=O)Nc2c(C)cc(C)nc2Cl)cc1 | -7 | -0.5 | 15 | -11 | 1 | 9 | 16 | 108 | 104 |
| c1ccc(Oc2c3ccccc3nc3ccccc23)cc1 | -3 | 1.8 | . | 0 | -1 | -20 | 30 | 105 | 107 |
| COc1ccc(OC)c(C(O)c2coc3ccc(O)c(CN4CCOCC4)c23)c1 (stereo unspecified) | 10 | 0.9 | -3 | 7 | 8 | 2 | -25 | 103 | 102 |
| CCCN1CCN(CCCNC(=O)c2ccc(CS(=O)c3ccccc3C)o2)CC1 (stereo unspecified) | 4 | 0.2 | -29 | -3 | 2 | -6 | 32 | 103 | 98 |
| CCc1cc2c(=O)nc3n(c2s1)Cc1ccccc1/C3=C(/O)c1ccccc1Cl | 2 | 0.2 | 12 | 5 | . | -2 | 28 | . | . |
| Cc1ccccc1S(=O)(=O)NC1=NCCCCC1 | -5 | 0.6 | 34 | 3 | 0 | -7 | -10 | 110 | 110 |
| CCOC(=O)c1ccc(N2C(=O)CC(N(C)Cc3ccccc3)C2=O)cc1 (stereo unspecified) | -11 | -0.9 | -4 | -3 | 13 | -8 | 15 | 108 | 101 |
| Cc1oc(=O)c(NC(=O)c2ccccc2)cc1C(=O)c1ccccc1 | -7 | 0.1 | 3 | -32 | -16 | -14 | 33 | ? | ? |
| Cc1cc(C)cc(OCC(=O)N2Cc3ccccc3CC2C(=O)O)c1 (stereo unspecified) | -38 | -0.1 | -1 | -7 | -9 | -3 | 13 | 96 | 98 |
| CCOC(=O)C1(Cc2cccc(Cl)c2)CCCN(C(=O)CCNC(C)=O)C1 (stereo unspecified) | -24 | . | -3 | -2 | 4 | 2 | 36 | 112 | 103 |
| CCCNC(=O)COC(=O)c1[nH]c(C)c(C(=O)OCC)c1C | -8 | -1.3 | 6 | 1 | 0 | 3 | 3 | 98 | 95 |
| COc1ccccc1NC(=O)CSc1nnc(CC(=O)Nc2ccccc2F)n1C | -16 | -0.3 | -4 | -15 | -8 | 1 | 39 | 93 | 94 |
| Cc1oc2c(O)c(O)ccc2c(=O)c1-c1ccc(Cl)cc1 | -10 | -1.4 | 6 | 44* | 7 | -14 | 8 | 111 | 103 |
| Cc1[nH]c(=O)[nH]c(=O)c1S(=O)(=O)N1CCCCC1 | -4 | 0.1 | -6 | 2 | -1 | -9 | 32 | 99 | 100 |
| O=C(NC1CCCC1)C(c1ccccc1F)N(C(=O)c1csnn1)C1CC1 (stereo unspecified) | -9 | -0.3 | 14 | 5 | 0 | -5 | 22 | 105 | 104 |
| O=C(CNC(=O)c1cccs1)N/N=C/c1ccccc1[N+](=O)[O-] | -4 | -0.6 | 2 | -10 | 0 | -5 | 17 | 96 | 98 |
| COc1cc(CN2CCN(Cc3cn(C)c4ccccc34)CC2CCO)cc(OC)c1 (stereo unspecified) | 6 | 3.7 | -15 | 10 | 6 | 0 | . | 107 | 98 |
| COc1ccc(C(=O)C2CCCN(C(=O)c3cc(C4CC4)[nH]n3)C2)c(C)c1 (stereo unspecified) | -48 | 7.1 | -15 | 8 | 2 | -6 | 44 | 100 | 100 |

Part of the list above, reduced to MEKK3 PB1 HTS, PHOSPHO1 block and GPR7 antag.
Molecule	MEKK3 PB1 HTS	PHOSPHO1 block	GPR7 antag
CCCNC(=O)COC(=O)c1[nH]c(C)c(C(=O)OCC)c1C	95	3	3
COc1ccc(C(=O)C2CCCN(C(=O)c3cc(C4CC4)[nH]n3)C2)c(C)c1 (stereo unspecified)	100	44	-6

(listing goes on)
| Structure | FID counter | OXTR agonist | NALP1 yeast inh | M18AAP inhibitor | MEKK2mut PB1 HTS | GPR7 antag | PHOSPHO1 block | MEKK2 WT-MEK5 | MEKK3 PB1 HTS |
| --- | --- | --- | --- | --- | --- | --- | --- | --- | --- |
| CCNc1nc(NCC)nc(OCC(=O)O)n1 | 2 | 0.0 | . | -1 | 0 | -9 | 43 | 100 | 98 |
| N#Cc1cc2c([nH]c1=S)CCCCCC2 | 0 | 0.8 | 1 | 21 | 8 | -7 | 93* | 101 | 107 |
| C[N+]1(CCNC(=O)/C=N/O)CCCCC1 | 1 | 0.7 | 15 | 5 | 3 | -15 | 91* | 103 | 105 |
| CC(C)Cn1c2nc3ccccc3nc2c2c(=O)n(CCN3CCOCC3)cnc21 | -9 | -1.3 | -4 | -2 | 19 | -11 | -23 | 106 | 105 |
| Cc1ccc(-c2nnn(CC(=O)Nc3ccccc3N3CCOCC3)n2)cc1 | -16 | 3.3 | 6 | -1 | 1 | -5 | -2 | 101 | 102 |
| O=C(CC1C(=O)NCCN1C(=O)Nc1ccccc1)Nc1cccc(Cl)c1 (stereo unspecified) | -1 | -0.3 | 11 | -5 | -4 | -7 | 28 | 99 | 102 |
| C=CCC1(C#N)C(=S)NC2=C(C(=O)CC(C)(C)C2)C1c1ccc(Br)cc1 (stereo unspecified) | -7 | -1.1 | 17 | 0 | -1 | -3 | -12 | 94 | 92 |
| O=C(c1nc2ccccn2c1CNCCCn1ncc2ccccc21)N1CCCC1 | 0 | 0.4 | 11 | -13 | 1 | -14 | 6 | 104 | 102 |
| CCC(C)NC(=O)COc1ccccc1[N+](=O)[O-] (stereo unspecified) | -1 | 1.6 | 14 | 3 | 0 | 0 | -14 | 96 | 113 |

Grouped by structure, the compounds so far with a Cl atom (8)
| Structure | FID counter | OXTR agonist | NALP1 yeast inh | M18AAP inhibitor | MEKK2mut PB1 HTS | GPR7 antag | PHOSPHO1 block | MEKK2 WT-MEK5 | MEKK3 PB1 HTS |
| --- | --- | --- | --- | --- | --- | --- | --- | --- | --- |
| Cn1c(=O)c2c(ncn2CC(COCc2ccccc2Cl)OCc2ccccc2Cl)n(C)c1=O (stereo unspecified) | -33 | -1.7 | 11 | -2 | 4 | 4 | -4 | 100 | 102 |
| O=C(NCCCn1ccnc1)c1ccc(Cl)cc1 | -1 | 0.6 | 3 | 2 | -9 | -14 | -14 | 92 | 93 |
| O=C(O)CSc1ccnc2cc(Cl)ccc12 | 3 | 0.4 | . | 1 | 8 | 1 | 22 | 103 | 101 |
| Cc1ccc(S(=O)(=O)Nc2c(C)cc(C)nc2Cl)cc1 | -7 | -0.5 | 15 | -11 | 1 | 9 | 16 | 108 | 104 |
| CCc1cc2c(=O)nc3n(c2s1)Cc1ccccc1/C3=C(/O)c1ccccc1Cl | 2 | 0.2 | 12 | 5 | . | -2 | 28 | . | . |
| CCOC(=O)C1(Cc2cccc(Cl)c2)CCCN(C(=O)CCNC(C)=O)C1 (stereo unspecified) | -24 | . | -3 | -2 | 4 | 2 | 36 | 112 | 103 |
| Cc1oc2c(O)c(O)ccc2c(=O)c1-c1ccc(Cl)cc1 | -10 | -1.4 | 6 | 44* | 7 | -14 | 8 | 111 | 103 |
| O=C(CC1C(=O)NCCN1C(=O)Nc1ccccc1)Nc1cccc(Cl)c1 (stereo unspecified) | -1 | -0.3 | 11 | -5 | -4 | -7 | 28 | 99 | 102 |

Bioassay records from PubChem BioAssay.
